human PMI inhibition: MPI enzyme activity inhibition – biochemical, fluorescence intensity, coupled assay, primary screen (AID 1209). 0.42% of 190,000 active. one-dose inhibition, % at 20 µM; IC50 in µM for titrated hits. purified PMI enzyme, coupled fluorescence intensity; higher % means a stronger effect;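 also: plate controls were DMSO vehicle for no effect and wells lacking substrate for full effect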
MT stabilizer: stabilizes microtubules in HeLa cells. HeLa tubulin immunostaining HCS, 24 h; share of cells brighter than vehicle mean+2SD. % tubulin-high responders, % at 10 µM. 0.83% of 200,000 active. AID 2205;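 active = plate Z-score above 3 for both tubulin-high and condensed-nucleus cell shares, with cell loss under 80%, at 10 µM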;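 also: anti alpha tubulin signal scored within the nucleus-defined area of each cell; some results filed as inactive read as strong as hits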
Autophagy mod: autophagy modulation, high-content screen | MEF GFP-LC3 puncta imaging; test concentration mostly 10 µM | calls only at 10 µM (by protocol) | 0.98% of 190,000 active | AID 463193;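 active = percentage of spot-positive cells more than 3 SD above its plate mean, without a fluorescence outlier flag or 80% toxicity; inconclusive = no clear call, values can overlap the other calls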;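 also: spot-positive cell cutoff set from DMSO-treated cells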
Ins promoter up: MIN6 insulin promoter up-regulation. MIN6 insulin promoter-GFP reporter, high-content imaging; stronger effect = higher value. z-score at 5 µM. 0.3% of 190,000 active. AID 1625;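 active = z-score above 3 at 5 µM with at least 500 cells counted in the well; inconclusive = wells under 500 cells, flagged as cytotoxic or low count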
PMI inhibition: MPI inhibition at elevated mannose 6-phosphate – biochemical, fluorescence intensity, high mannose 6-phosphate, primary screen (AID 1220); 0.66% of 190,000 active; one-dose inhibition, % at 20 µM; IC50 in µM for titrated hits; recombinant PMI enzyme, coupled fluorescence intensity; higher % means a stronger effect
bCat nuc transl: alters nuclear translocation of beta-catenin in HeLa cells. immunofluorescence imaging. 0.3% of 190,000 active. nuclear translocation activity, % at 5 µM;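 active = nuclear translocation activity above 50% at 5 µM, with a well cell count of 50 or more; inconclusive = wells under 50 cells across six images, flagged as toxic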;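 also: per-cell ratio of nuclear to cytoplasmic median beta-catenin stain intensity; plate controls were DMSO negative control for no effect and GSK-3 inhibitor IX positive control for full effect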
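test system = HeLa cells, endogenous beta-catenin | dosing = single 5 µM dose plus 0.02–20 µM confirmation series | times = compound treatment 24 h, 37°C, 5% CO2 | technique = beta-catenin immunofluorescence imaging with DAPI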
Lipid droplet: modulators of hepatic lipid droplet formation. AML12 mouse hepatocytes, oleate lipid droplets, BODIPY imaging. inhibition, % at 6.5 µM. 0.4% of 240,000 active;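 active = lipid droplet intensity inhibited by at least 50%, with more than 500 cells counted; inconclusive = wells with under 300 cells, treated as cytotoxic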
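Material: mouse AML12 hepatocyte cell line, fixed after treatment; Timing: compound with oleate, overnight; Technique: high-content imaging of BODIPY-stained droplets and DAPI nuclei; Probe or stimulus: oleate, 100 µM final; Dosing: compound at 6.5 µM only.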
T cell modulator: T cell immune modulation candidate | 0.068% of 330,000 active | 2C CD8+ T cell-vesicle binding, flow cytometry; stronger effect = lower value | calls only at 7 µM;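 active = response, share of CD8 T cells binding vesicles, and their 90th percentile fluorescence all below set limits, cut at about 80% in these data, passing the limit was not always enough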
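Test system: purified 2C TCR transgenic mouse naive CD8+ T cells. Probe or stimulus: QL9-peptide-loaded Drosophila micro-vesicles bearing Ld, ICAM-1 and B7-1. Incubation: binding step 1.5 h, 37 °C, antibody labelling 20 min, ice. Measured by: flow cytometry of vesicle-bound cells.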
TNAP activators: stimulation of alkaline phosphatase TNAP activity – biochemical, luminescent, no phosphate acceptor, uHTS, primary screen (AID 1001) | purified TNAP, luminescent activation assay, no phosphate acceptor; higher activation fold means a stronger effect | activation fold at 20 µM; hits with a dose series show EC50 in µM | 0.03% of 200,000 active; in the data active = activation fold from about 3, or a potency from the dose series; inactive = the rest, 99 in 100 with activation fold below about 1.6; also: many of its hits are not listed in these tables
Ins promoter up cell count: also measured in Ins promoter up; calls as there; cell count; measured here: cytotoxicity, nuclei count;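 total cells summed across four imaged fields per well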
Lipid droplet cells 6.5 µM: further read-out of Lipid droplet, marked with its call; cell count; measured here: cell count, cytotoxicity flag;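 cells counted across two imaged fields per well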
bCat nuc transl cell count 5 µM: further read-out of bCat nuc transl, marked with its call; cell count; measured here: cell count, cytotoxicity flag
T cell modulator vesicle-bound %: further read-out of T cell modulator, marked with its call; double positive events, %; measured here: CD8+ vesicle-bound cell fraction;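 binding gate set so that unloaded-vesicle control wells show 10% double positive cells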
MT stabilizer Hoechst-high %: further read-out of MT stabilizer, marked with its call; % Hoechst-high responders; measured here: nuclear condensation Hoechst responders;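 share of cells brighter than vehicle mean plus two SD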
MT stabilizer cytotoxicity %: recorded beside MT stabilizer, whose call it bears; toxicity, %; measured here: cytotoxicity by cell density;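 0% = mean cell density of plate MIN control wells and 100% = no cells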
Autophagy mod cell loss 18 h: also measured in Autophagy mod; calls as there; toxicity, %; measured here: cell loss, nuclei count;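 cell loss after 18 h compound exposure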
Starred values were filed as active, the others as inactive; i = inactive; ? = inconclusive; nt = no result given. Rule as the data show it, unless noted: active = inhibition above about 50%; inactive = the rest.

SMILES	human PMI inhibition	MT stabilizer	MT stabilizer Hoechst-high %	MT stabilizer cytotoxicity %	Autophagy mod	Autophagy mod cell loss 18 h	Ins promoter up	Ins promoter up cell count	PMI inhibition	bCat nuc transl	bCat nuc transl cell count 5 µM	Lipid droplet	Lipid droplet cells 6.5 µM	T cell modulator	T cell modulator vesicle-bound %	TNAP activators
CSc1nsc(SCC(=O)N2CCN(c3ccccc3)CC2)n1	11.1%	3.8	0.9	2.8	i	-6.6	0.64	1240	5.3%	nt	nt	-4.1	761	i	33.7	1
Cc1cccc(N2CCC(N3CCN(C4CCCCC4)C(CCO)C3)CC2)c1C (stereo not given)	18.6%	4.5	1.8	6.3	i	21.2	-0.63	1652	22.8%	-0.4	1561	1.7	688	i	58.3	1.1
O=C(COc1ccccc1-c1ccccc1)N/N=C/c1ccc2ccccc2c1	8.9%	4.9	30.4	48.3	i	56.8	nt	nt	1.1%	131.0*	406*	?	nt	i	43.3	1.1
COc1cccc(C2C(C(=O)OCc3ccccc3)=C(C)Nc3ncnn32)c1OC (stereo not given)	-1.7%	6.4	3.5	5.9	i	20.8	-0.05	1032	1.3%	-6.5	1151	nt	nt	i	65.3	1.1
Cc1cc(C)c(C)c(S(=O)(=O)NCc2cccnc2)c1C	4.9%	2.5	2.1	4.1	i	-1.3	nt	nt	3.2%	-0.3	1040	-18.5	667	i	18.0	1
Cc1cc2oc(=O)cc(Cn3ccnc3)c2cc1C	-11.6%	1.6	1.5	5.7	i	-0.7	-0.35	1284	-14.2%	-4.0	963	nt	nt	i	37.9	0.9
O=S(=O)(c1ccc2c(c1)OCCO2)N1CCC(c2nc3ccc(Cl)cc3[nH]2)CC1	21.5%	8.1	3.8	4.8	i	16.8	-1.75	1269	17.6%	-5.0	1095	-1.9	748	i	13.0	1.1
Cc1c(C(=O)O)cccc1-c1ccc(/C=C2/NC(=O)N(c3ccccc3)C2=O)o1	-7.6%	1.2	2.2	3.8	i	1.8	3.88*	1476*	11.1%	-1.2	949	11.1	729	i	55.7	1.1
Cc1ccc(NC(=S)NCc2ccc(S(N)(=O)=O)cc2)c(C)c1	3.3%	3.6	0.6	3.7	i	28.7	nt	nt	5.1%	-0.2	945	-0.7	738	i	45.2	1
SC(COCc1ccccc1)CN1CCN(Cc2ccc3c(c2)OCO3)CC1 (stereo not given)	6.6%	2.5	2.6	8.0	i	26.3	0	1292	6.6%	-2.4	1135	-17.4	625	i	58.4	0.8
CN(C)c1ccc(C2/C(=C(/O)c3ccccc3)C(=O)C(=O)N2CCCC(=O)O)cc1 (stereo not given)	nt	nt	nt	nt	nt	nt	1.03	1025	nt	-0.4	1315	-3.2	605	i	45.5	nt
BrC(=C\c1ccccc1)/C=N/Nc1nc2ccccc2[nH]1	-35.6%	2.7	4.2	6.1	i	0.4	0.01	1257	-27.9%	3.8	471	-2.3	739	i	43.4	0.9
CC1(C)Cc2c(ccc3ccccc23)C(c2cc3ccccc3oc2=O)=N1	9.0%	1.5	1.2	5.6	i	-6.3	4.19*	1287*	7.1%	1.6	1376	nt	nt	i	57.9	1
Cc1cc(C(=O)OCC(=O)Nc2ccccc2)c(C)o1	-5.6%	5.1	2.1	6.5	i	-16.7	-0.14	1530	-4.1%	-6.2	1101	27.0	687	i	23.5	1.1
COCCN(CCOC)C(=S)Nc1ccccc1	-5.9%	4.5	3.0	8.6	i	-12.5	-0.09	1210	-3.4%	1.6	983	-5.8	665	i	54.9	1.1
CC1(C)C(=O)OC(c2cccn2-c2ccc([N+](=O)[O-])cc2)C2(CCCCC2)C1=O (stereo not given)	6.1%	3.2	3.0	12.2	i	-0.6	0.89	1510	0.3%	-3.0	1109	11.8	645	i	33.3	1
N#Cc1ccccc1COC(=O)c1cccnc1N	-4.2%	4.9	1.7	3.6	i	14.3	0.07	1266	-2.8%	-0.2	1139	5.1	668	i	24.8	1.1
COc1ccc(-n2c(=O)c3ccccc3n(CC(=O)NC3CCCCC3)c2=O)cc1	-4.8%	2.6	1.9	4.0	i	0.7	0.03	895	-12.6%	-11.5	1199	2.5	806	i	11.9	1
N#CC(C#N)=C1c2cc(S(=O)(=O)NCCO)ccc2-c2ccc(S(=O)(=O)NCCO)cc21	nt	nt	nt	nt	nt	nt	0.6	1027	nt	-0.2	1208	-12.3	664	i	34.8	nt
CN(Cc1cccs1)C(=O)Cn1cnc2cc([N+](=O)[O-])ccc2c1=O	-5.2%	2.4	1.8	5.0	i	11.7	nt	nt	17.4%	0.4	1054	4.3	670	i	6.5	1.1
N=C1S/C(=C\c2ccccc2F)C(=O)N1c1ccc(F)cc1	5.0%	4.6	2.6	3.8	i	5.9	0.12	1524	3.1%	-0.4	1117	1.7	653	i	52.9	1.2
O=C(N/N=C/c1ccc(Cl)cc1)c1nc2ccc([N+](=O)[O-])cc2c(=O)[nH]1	-0.6%	1.4	1.5	0.8	i	5.3	0.16	1646	5.6%	-4.0	1159	1.4	722	i	58.0	2.5
O=C(NC12CC3CC(CC(C3)C1)C2)c1ccc(-c2ccc(Cl)cc2)o1	-16.3%	1.9	2.9	8.0	i	-5.6	-0.26	1293	4.1%	1.2	941	8.6	655	i	41.8	1.1
O=C(NCC(c1cccnc1)N1CCN(c2ccccc2F)CC1)OCc1ccccc1 (stereo not given)	17.5%	1.4	1.3	8.3	i	-3.4	-0.66	853	9.4%	nt	nt	3.3	746	i	2.8	1.1
Cc1ccc(S(=O)(=O)N2CCN(C(=O)CN3CCc4ccccc4C3)CC2)cc1	12.6%	3.7	2.5	2.5	i	4.7	2.23	1214	1.7%	-2.4	1269	-34.4	746	i	58.5	1
O=C(Cc1cccs1)Nc1nnc(SCc2ccc(C(F)(F)F)cc2)s1	11.7%	4.1	2.3	4.9	i	6.9	0.15	1464	10.7%	-1.6	1173	1.0	625	i	6.5	1.2
Cc1ccc(S(=O)(=O)c2nc(C)oc2N2CCOCC2)cc1	-11.0%	1.7	1.8	6.6	i	2.6	0.08	1686	-3.8%	0.4	1523	-5.3	700	i	34.8	1.1
COc1cc(/C=C/C(=O)N(Cc2ccccc2)c2ccccn2)cc(OC)c1OC	9.2%	2.2	3.2	11.2	i	2.9	0.22	1134	10.7%	1.0	522	-85.1	686	i	58.0	1
COC(=O)c1cc(NC(=O)C2(S(=O)(=O)c3ccc(Cl)cc3)CC2)cc(C(=O)OC)c1	18.8%	3.2	2.4	8.0	i	-5.4	0.66	1295	15.7%	26.4	381	-0.9	720	i	33.0	1.2
Cc1cc(C)nc(SCc2nnc(SCC(N)=O)n2Cc2ccco2)n1	-2.1%	3.0	1.8	1.4	i	2.7	-0.15	1438	-5.5%	-2.1	1339	nt	nt	i	30.4	1.1
Cc1cc(NC(=O)c2cc(F)c(F)cc2Cl)no1	-4.2%	2.5	2.8	1.8	i	-12.2	0.39	1323	15.6%	2.5	592	-0.2	693	i	11.4	1.1
CCc1cccc(CC)c1NC(=O)c1cccc(NC(=O)c2ccccc2)c1	0.4%	3.2	2.1	4.2	i	1.1	1.22	914	2.6%	nt	nt	nt	nt	i	43.1	1.1
O=C(c1ccco1)N1CCN(S(=O)(=O)c2ccc3c(c2)CCN3C(=O)C2CC2)CC1	13.2%	4.2	2.0	1.5	i	0.1	1.77	1669	3.8%	-0.8	1409	nt	nt	i	55.3	1
COC(=O)c1cc(N=C(N)N=C(N)N)cc(C(=O)OC)c1	nt	nt	nt	nt	nt	nt	-0.14	960	nt	0.9	1290	6.0	749	i	21.3	nt
CCN(Cc1ccccc1)c1ccc(/C=N/NS(=O)(=O)c2ccc(C)c([N+](=O)[O-])c2)cc1	-25.2%	4.7	1.8	6.0	i	10.0	0.82	1499	-69.2%	-1.7	1109	-17.2	490	i	41.9	1
CN(C)NC(=O)c1cccc(Cl)c1	nt	nt	nt	nt	nt	nt	0.23	1366	nt	-3.2	1166	-2.3	667	i	21.9	nt
CC1=C(C)CC(C(=O)Nc2nc(-c3ccc(C)cc3C)c(C)s2)C(C(=O)O)C1 (stereo not given)	-2.0%	1.1	1.7	1.2	i	0.3	-0.07	1255	-0.4%	-2.5	502	17.5	720	i	36.9	1.1
C=COCCNC(=O)Nc1ccc(Cl)cc1Cl	14.2%	3.4	2.2	7.4	i	6.0	0.4	1299	12.2%	nt	nt	8.0	720	i	13.4	1.1
CCOc1ccc(OCCOCCN2CCc3ccccc3C2)cc1	0.5%	2.1	1.8	8.3	i	11.1	-0.7	1191	-13.2%	-1.1	1367	nt	nt	i	55.2	1.1
O=C(Nc1ccccc1C(=O)OC1CCOC1=O)c1ccco1 (stereo not given)	-7.9%	3.9	2.9	6.1	i	5.6	-0.73	906	-10.4%	-6.9	1307	2.4	763	i	20.5	1
COc1ccc(C2CC(c3ccc(OC)cc3)n3nc(NC(=O)c4ccco4)nc3N2)cc1 (stereo not given)	1.9%	2.3	2.5	15.2	i	-7.4	-0.35	1145	3.4%	-3.4	924	nt	nt	i	28.0	1.1

Three structures out of the list, sorted by length of the SMILES, highest first:
SMILES	human PMI inhibition	MT stabilizer	MT stabilizer Hoechst-high %	MT stabilizer cytotoxicity %	Autophagy mod	Autophagy mod cell loss 18 h	Ins promoter up	Ins promoter up cell count	PMI inhibition	bCat nuc transl	bCat nuc transl cell count 5 µM	Lipid droplet	Lipid droplet cells 6.5 µM	T cell modulator	T cell modulator vesicle-bound %	TNAP activators
CCc1cccc(CC)c1NC(=O)c1cccc(NC(=O)c2ccccc2)c1	0.4%	3.2	2.1	4.2	i	1.1	1.22	914	2.6%	nt	nt	nt	nt	i	43.1	1.1
O=C(Nc1ccccc1C(=O)OC1CCOC1=O)c1ccco1 (stereo not given)	-7.9%	3.9	2.9	6.1	i	5.6	-0.73	906	-10.4%	-6.9	1307	2.4	763	i	20.5	1
CCOc1ccc(OCCOCCN2CCc3ccccc3C2)cc1	0.5%	2.1	1.8	8.3	i	11.1	-0.7	1191	-13.2%	-1.1	1367	nt	nt	i	55.2	1.1
